Eya2 inh – blocks the phosphatase activity of human Eya2; O00167; recombinant Eya2, OMFP fluorescence dephosphorylation (OMFP is methylfluorescein phosphate); Potency, µM (highest dose often 76.9 µM), for inactives: at the highest dose activity, negative = inhibition, usual class: inhibitors; 330,000 tested, 0.006% active; further: potency means the concentration at half of the fitted maximal effect; on the % scale 0 is the no-effect control and ±100 the full control effect
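Eya2 (0.2 uM) preincubated 10 min at ambient with compound, then OMFP substrate added at 50 uM; 10 min reaction in 50 mM HEPES pH 7.5, 50 mM NaCl, 5 uM MgCl2, 0.05% BSA, 1 mM DTT. Fluorescence read at Ex 485/Em 525 nm.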
MBNL1-CUG inh – MBNL1-poly(CUG) RNA binding inhibition | 280,000 tested, 0.036% active | TR-FRET MBNL1-His/biotin-(CUG)12 binding, 665/545 ratio | Potency, µM (titrated, usually from 57.5 µM), for inactives: at the top dose activity change, negative = inhibition, hits mostly inhibitors | Q9NR56; active means well fitted inhibition curve with a large enough effect in the signal ratio, with a control signal flat, not every such curve was filed as active; inconclusive means small, poorly fitted or top-dose-only effect, or effect the other way, or a change in a side signal; inactive means no such curve, though single readings can be large or run the other way; the % refers to the signal ratio; further: potency means the concentration at half of the fitted maximal effect; on the % scale 0 is the no-effect control and ±100 the full control effect
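Compounds (final 92 nM to 58 uM) are added to His-tagged MBNL1 and biotin-(CUG)12, then terbium anti-His antibody and streptavidin-XL665 (5 nM final). After 60 min at room temperature, the 665/545 nm ratio is read.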
BCR signal inh – blocks chronic active B-cell receptor signaling | ABC-DLBCL IkBa-CBG/CBR reporter, luminescence ratio, 4 h | Potency, µM (series often up to 46.1 µM), without a hit: at the top dose ratio change, negative = lower green/red ratio, actives largely listed as inhibitors | 340,000 tested, 0.05% active | AID 493014; active means well fitted inhibition curve with a large enough effect in the signal ratio, with a control signal flat, not every such curve was filed as active; inconclusive means small, poorly fitted or top-dose-only effect, or effect the other way, or a change in a side signal; the % refers to the signal ratio;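 further: potency means the concentration at half of the fitted maximal effect; plate controls were basal doxycycline-induced cells for no effect and cells given 10 µM MG132 for full effect; MG132 reads +100%, hits lower the ratio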
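TMD8 ABC-DLBCL cells carrying doxycycline-inducible green luciferase fused to IkappaBalpha plus unfused red luciferase were exposed to compounds (up to 46 uM) for 4 hrs at 37C. Activity came from the overlap-corrected green/red luminescence ratio.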
GALK inhibitor – inhibitors of human galactokinase. Potency, µM (titrated, usually from 57.5 µM), for inactives: at the top dose activity change, negative = inhibition, actives largely listed as inhibitors. AID 1868. P51570. 270,000 tested, 0.007% active. Purified GALK, Kinase-Glo residual ATP luminescence; further: potency means the concentration at half of the fitted maximal effect; on the % scale 0 is the no-effect control and ±100 the full control effect
Target sequence (P51570 whole entry, looked up): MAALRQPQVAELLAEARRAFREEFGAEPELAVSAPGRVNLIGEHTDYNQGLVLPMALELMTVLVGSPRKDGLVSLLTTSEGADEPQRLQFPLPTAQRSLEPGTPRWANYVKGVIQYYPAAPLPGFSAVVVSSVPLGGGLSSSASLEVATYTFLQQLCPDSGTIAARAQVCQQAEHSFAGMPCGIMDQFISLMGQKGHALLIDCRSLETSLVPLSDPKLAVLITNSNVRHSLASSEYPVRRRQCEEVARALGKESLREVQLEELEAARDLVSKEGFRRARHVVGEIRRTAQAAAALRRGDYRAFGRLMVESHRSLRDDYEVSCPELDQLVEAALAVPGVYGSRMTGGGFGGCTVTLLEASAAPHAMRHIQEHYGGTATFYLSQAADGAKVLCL
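ATP-depletion format; final 35 uM ATP, 100 uM D-galactose, 5 nM enzyme; pH 8.0 HEPES/Mg2+ buffer; 60 min RT; luminescence read 10 min after detection reagent.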
TSHR antag – human thyrotropin receptor antagonism; P16473; 330,000 tested, 0.2% active; activity change, negative = inhibition, % at 11.5 µM; TSHR-expressing cells, TSH-stimulated cAMP HTRF, 2 h; stronger effect = lower value;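 active means activity change below a set negative limit, meaning inhibition stronger than a set level, cut at about -70% in these data; inconclusive means activity change between two set negative limits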; further: on the % scale 0 is the no-effect control and ±100 the full control effect
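TSHR-expressing cells were treated with compounds, then stimulated with TSH at EC80 (4nM final) for 2 hours at 37 deg C. Cellular cAMP was measured by HTRF competition between lysate cAMP and cAMP-d2 for a cryptate-labelled anti-cAMP antibody.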
hERG WT inh – inhibitors of human wildtype KCNH2 potassium channel; Q12809; U2OS, BacMam KCNH2, thallium flux FluxOr; stronger effect = lower value; 340,000 tested, 0.37% active; activity change, % at 1.84 µM;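 active means maximum activity change below -70%; inconclusive means maximum activity change between -70% and -50%; inactive means maximum activity change above -50%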; further: on the % scale 0 is the no-effect control and ±100 the full control effect
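U2OS cells were transduced with wild-type KCNH2 virus (2.03 x 10^8 / mL) for 4 h at room temperature, then cultured overnight at 37 C. Thallium flux was read with FluxOr dye. Rate constants were normalized to DMSO controls.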
PKM2 act – activators of human pyruvate kinase M2 | P14618 | purified PKM2, Kinase-Glo ATP luminescence, activation; response scale: 0% is enzyme alone, no compound | Potency, µM (series often up to 57.5 µM), without a hit: at the highest dose activation, usual class: activators | 260,000 tested, 0.34% active | AID 1631; further: potency means the concentration at half of the fitted maximal effect; on the % scale 0 is the no-effect control and ±100 the full control effect; nearly all actives have a fitted effect of over 55% in size
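Purified hPK-M2 (>95%) run at intermediate activity with 0.1 mM ADP and 0.5 mM PEP in 50 mM imidazole pH 7.2, KCl, MgCl2; 1 h room temperature. ATP formed read by Kinase-Glo luminescence; normalized to uninhibited and no-enzyme controls.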
USP2a inh – blocks human ubiquitin-specific protease USP2a. O75604. USP2 core, Ub-CHOP2 coupled fluorogenic reporter, 485/531. Potency, µM (top dose mostly 38.3 µM), for the others: at the highest dose activity change, negative = inhibition, most hits filed as inhibitors. 330,000 tested, 0.01% active;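 further: potency means the concentration at half of the fitted maximal effect; plate controls were DMSO wells for no effect and full inhibition by NEM control for full effect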
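Cell-free coupled assay: 10nM USP2 core preincubated 30min RT with compound in Tris-HCl pH 8.0/CaCl2/CHAPS buffer, then 25nM Ub-CHOP2 and 25nM reporter substrate; fluorescence (Ex 485/Em 531) read after 60min RT, normalized to NEM inhibition, concentration-response curves fitted.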
S-ASM inh – blocks human secretory acid sphingomyelinase | 340,000 tested, 0.006% active | Potency, µM (top dose mostly 57.5 µM), for inactives: top-dose activity change, negative = inhibition, usual class: inhibitors | AID 504937 | P17405 | placental ASM, HMU-PC fluorogenic substrate, 60 min; further: potency means the concentration at half of the fitted maximal effect
Target sequence (P17405 47-631 limits assumed): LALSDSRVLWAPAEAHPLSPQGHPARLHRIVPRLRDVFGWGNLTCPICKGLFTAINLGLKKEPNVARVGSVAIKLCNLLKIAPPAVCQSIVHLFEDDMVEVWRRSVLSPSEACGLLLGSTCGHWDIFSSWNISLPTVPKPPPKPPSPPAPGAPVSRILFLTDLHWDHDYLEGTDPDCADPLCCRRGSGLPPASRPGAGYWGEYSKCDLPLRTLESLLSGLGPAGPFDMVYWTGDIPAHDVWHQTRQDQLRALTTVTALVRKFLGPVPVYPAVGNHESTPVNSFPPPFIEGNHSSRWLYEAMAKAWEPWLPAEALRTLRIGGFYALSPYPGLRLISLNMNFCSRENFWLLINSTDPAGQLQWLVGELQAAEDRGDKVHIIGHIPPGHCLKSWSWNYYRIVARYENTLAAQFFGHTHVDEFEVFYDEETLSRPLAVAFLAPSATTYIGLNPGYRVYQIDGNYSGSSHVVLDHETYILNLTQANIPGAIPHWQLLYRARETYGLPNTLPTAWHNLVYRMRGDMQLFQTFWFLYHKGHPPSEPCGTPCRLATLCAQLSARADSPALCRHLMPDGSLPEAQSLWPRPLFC
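Steps: dispense placental human ASM, pin compound, wait 10 min at room temperature, add HMU-PC0 substrate at 9 uM final, incubate 60 min at 37 °C, add stop solution raising pH to 10, read fluorescence.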
Menin MLL FP TR – inhibitors of human menin-MLL interaction, mutant MLL peptide. O00255. Menin + Texas Red MLL mutant peptide, fluorescence polarization. Potency, µM (doses to about 61.6 µM), for inactives: top-dose FP activity change, negative = inhibition, hits mostly inhibitors. 270,000 tested, 0.23% active. AID 1768; active means well fitted inhibition curve with a large enough effect in the polarisation, with a control signal flat, not every such curve was filed as active; inconclusive means small, poorly fitted or top-dose-only effect, or effect the other way, or a change in a side signal; inactive means no such curve, though single readings can be large or run the other way; the % refers to the polarisation; further: potency means the concentration at half of the fitted maximal effect; % of control where 0% means no effect; many of its hits are not listed in these tables
Mito fusion yeast – blocks mitochondrial division or promotes mitochondrial fusion; AID 485298; 320,000 tested, 0.23% active; Potency, µM (series often up to 46.1 µM), inactives show top-dose growth rescue (activation), hits mostly activators; S. cerevisiae fusion-defective mutant growth rescue, CellTiterGlo 48 h;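 further: potency means the concentration at half of the fitted maximal effect; % of control where 0% means no effect; nearly all actives have a fitted effect of over 45% in size; temperature-sensitive fusion mutants such as fzo1-1 at 37 °C on non-fermentable ethanol glycerol medium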
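Yeast fusion mutant, YPEG (non-fermentable carbon), compound, 48 h at 37C non-permissive; CellTiterGlo added, 10 min RT, luminescence read. Rescued growth = division inhibition.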
* = called active by the depositor; i = inactive; ? = inconclusive; . = not tested or not shown; [ ] = dose if it differs, or a comment. Unless noted, the call rests on the fitted dose curve; in most records, active means well fitted curve in the direction sought with a large enough effect; inconclusive means small, poorly fitted or top-dose-only effect, or another doubt; inactive means no such curve, though single readings can be large; an effect the other way counts as inactive or inconclusive.

SMILES	Eya2 inh	MBNL1-CUG inh	BCR signal inh	GALK inhibitor	TSHR antag	hERG WT inh	PKM2 act	USP2a inh	S-ASM inh	Menin MLL FP TR	Mito fusion yeast
COc1ccc(-c2nc(CN(Cc3cnn(C)c3)C(C)C)c(C)o2)c(OC)c1	-7%	-8%	7%	3%	-2	5	3%	0%	6%	-11%	5%
CCOc1cc(/C=N/N=C2/NC(=O)C(CC(=O)O)S2)ccc1OCc1ccc(Cl)cc1 (configuration not stated)	-7%	13%	8%	1%	-7	-3	-10%	5%	-3%	?	11%
NC(=O)c1ccc(NC(=O)CSc2nnc(-c3ccc4c(c3)OCO4)o2)cc1	-9%	.	-3%	.	3	8	.	-3%	-2%	.	0%
CC12CCC(c3c(C(=O)O)nn(-c4ccc(F)cc4)c31)C2(C)C (configuration not stated)	-14%	2%	?	-2%	10	-7	7%	0%	5%	.	-7%
Nc1c(C(=O)Nc2ccccc2Cl)nnn1-c1ccc2c(c1)OCCO2	9%	1%	-2%	16%	-16	4	-1%	1%	-4%	?	3%
COCCSc1nnc(NS(=O)(=O)c2ccccc2)s1	10%	-3%	6%	0%	-9	-3	0%	-1%	1%	-25%	-4%
CSc1ccc(Cl)c(C(=O)OCC(=O)N(C)CCC#N)c1	-6%	-6%	?	-1%	-4	0	1%	2%	-2%	0%	1%
Cc1cccc(-n2nnnc2SCC(=O)NCC2(N3CCOCC3)CCCCC2)c1C	7%	.	0%	.	-20	9	.	0%	4%	.	3%
COc1cc(/C=C/C(=O)OCC(=O)N2c3ccccc3CC2C)cc(OC)c1OC (configuration not stated)	-9%	.	-6%	.	-10	3	.	2%	-6%	.	?
Cc1ccc(NC(=O)C2CCN(C(=O)c3ccco3)CC2)cc1C	16%	-4%	-2%	-1%	1	-3	.	1%	2%	.	-1%
COc1cccc(NC(=O)COc2coc(CN3CCc4ccccc4C3)cc2=O)c1	-22%	.	-16%	.	-7	-8	.	1%	1%	.	-7%
CC1(C)Cc2c(cnn2-c2cccc(F)c2)C(NC(=O)c2ccc[n+]([O-])c2)C1 (configuration not stated)	6%	-6%	-2%	-1%	11	5	1%	0%	-2%	.	1%
COC(=O)CC1SC(=O)NC1=Nc1cccc(C)c1 (configuration not stated)	-1%	-8%	13%	1%	-4	-9	-4%	3%	-2%	-2%	-2%
CCOc1ccc(N2CC(C(=O)N3CCN(C(=O)c4ccco4)CC3)CC2=O)cc1 (configuration not stated)	-1%	-6%	-6%	-2%	-34	15	8%	6%	-4%	-5%	1%
O=C(O)C(Cc1ccc(O)cc1)N1C(=O)c2ccccc2C1=O (configuration not stated)	?	3%	-4%	4%	-6	-4	.	4%	5%	-1%	8%
CCOc1ccc(NC(=O)c2nc(SCC)ncc2Cl)cc1	7%	-15%	?	7%	-7	-2	.	2%	6%	-8%	-6%
CCOc1cc2[nH]c(=S)n(CCCN3CCCC3=O)c(=O)c2cc1OCC	-9%	-3%	7%	0%	-17	-12	-21%	2%	0%	?	1%
COc1ccc(Br)cc1/C=C/C(=O)Nc1c(C)cccc1C	4%	12%	20%	-3%	-24	-5	1%	-1%	0%	-6%	9%
Cc1ccc(S(=O)(=O)c2cc3c(=O)n4cc(C)ccc4nc3n(CC3CCCO3)c2=N)cc1 (configuration not stated)	-9%	-4%	-2%	5%	-6	.	6%	0%	.	-13%	-2%
CCOc1ccccc1NC(=O)NCCC1=CCCCC1	-5%	-4%	-12%	-2%	-10	-3	-25%	1%	3%	-17%	-13%

Profiles from above. Order of values: Eya2 inh	MBNL1-CUG inh	BCR signal inh	GALK inhibitor	TSHR antag	hERG WT inh	PKM2 act	USP2a inh	S-ASM inh	Menin MLL FP TR	Mito fusion yeast
Entry for `Cc1ccc(S(=O)(=O)c2cc3c(=O)n4cc(C)ccc4nc3n(CC3CCCO3)c2=N)cc1` (configuration not stated) → -9%	-4%	-2%	5%	-6	.	6%	0%	.	-13%	-2%
Entry for `COCCSc1nnc(NS(=O)(=O)c2ccccc2)s1` → 10%	-3%	6%	0%	-9	-3	0%	-1%	1%	-25%	-4%

Individual results from the entries so far.
For TSHR antag, CCOc1ccc(N2CC(C(=O)N3CCN(C(=O)c4ccco4)CC3)CC2=O)cc1 (configuration not stated) is listed with -34
For Eya2 inh, COc1cc(/C=C/C(=O)OCC(=O)N2c3ccccc3CC2C)cc(OC)c1OC (configuration not stated) is listed with -9%
For TSHR antag, NC(=O)c1ccc(NC(=O)CSc2nnc(-c3ccc4c(c3)OCO4)o2)cc1 is listed with 3
For USP2a inh, CCOc1ccccc1NC(=O)NCCC1=CCCCC1 is listed with 1%

(more compounds)
SMILES	Eya2 inh	MBNL1-CUG inh	BCR signal inh	GALK inhibitor	TSHR antag	hERG WT inh	PKM2 act	USP2a inh	S-ASM inh	Menin MLL FP TR	Mito fusion yeast
COc1ccc2oc(=O)c(/C(C)=N/Nc3ccccc3)cc2c1	15%	?	1%	0%	-7	.	5%	1%	7%	-24%	10%
O=C(O)CC(c1cccc([N+](=O)[O-])c1)N1Cc2ccccc2C1=O (configuration not stated)	4%	12%	?	0%	24	1	1%	0%	3%	8%	-2%
CC(C)(C)n1nnnc1C(c1ccc(C(F)(F)F)cc1)N(Cc1ccc(F)cc1)Cc1ccco1 (configuration not stated)	-8%	4%	9%	1%	2	-13	7%	-2%	3%	3%	0%
COc1cc(/C=C/C(=O)O)cc(S(=O)(=O)Nc2ccccc2C(=O)NCCc2ccccc2)c1OC	-12%	0%	?	0%	5	-10	.	2%	0%	10%	3%
CCSc1nnc(NC(=O)CSc2nnc(CNC(=O)c3ccc(OC)c(OC)c3)o2)s1	10%	-2%	9%	0%	9	-5	-2%	3%	1%	-7%	-5%
COCCC(=O)N1CCC(Oc2ccc(C(=O)N3C[C@@H](C)O[C@@H](C)C3)cc2)CC1	8%	-1%	0%	1%	-8	8	-6%	-1%	3%	-3%	-1%
CCN(C(=O)CSc1nc2ccccc2[nH]1)C1CCS(=O)(=O)C1 (configuration not stated)	4%	.	2%	.	17	-3	.	-3%	-1%	.	.
O=C(C1CCN(S(=O)(=O)c2cccs2)CC1)N1CCN(c2ccccc2O)CC1	-25%	.	1%	.	0	1	.	3%	-3%	.	2%
CCCC(C)C(=O)OCC(=O)Nc1ccc(Br)cc1 (configuration not stated)	9%	-21%	-1%	0%	0	.	-6%	-1%	.	30%[activator]	0%
Cc1ccccc1-n1c(C)c(C#N)c(=O)c(-[n+]2ccccc2)c1[S-]	2%	-9%	-1%	2%	-4	10	-3%	3%	2%	8%	14%
O=C(C1CCN(C2CCN(Cc3ccc4cc(F)ccc4n3)CC2)CC1)N1CCCC1	-1%	3%	?	0%	-10	i	-7%	0%	5%	-2%	11%
Cc1nc2ncnn2c(Nc2ccc3c(c2)OCO3)c1Cc1ccccc1	-1%	-2%	-8%	1%	25	37	-11%	-2%	0%	-3%	10%
Cc1nc2ccccc2c2oc(C(=O)NCCN3CCCCC3C)cc12 (configuration not stated)	1%	-9%	5%	0%	-3	-4	-2%	0%	0%	-23%	-1%
COC(=O)c1cccc(Nc2ncnc3ccc(C)cc23)c1	0%	42%[activator]	13%	1%	-10	-4	3%	1%	5%	1%	3%
Cc1cc(OC(C)C(=O)NCc2cccnc2)c2c(C)c(Cc3ccccc3)c(=O)oc2c1 (configuration not stated)	0%	9%	5%	-7%	-4	-1	.	4%	1%	-1%	-2%
Cc1ccc2ccc(S(=O)(=O)NCc3ccccn3)cc2c1	0%	9%	1%	0%	-5	-7	.	1%	1%	-4%	7%
CCOC(=O)c1c(N)c(C#N)cn1-c1ccccc1	9%	-1%	-10%	1%	2	6	11%	0%	6%	28%	5%

The list is partial. The share of hits here may be higher or lower than overall.
